# Compound activity as filed in PubChem.
# Rpn11 inh: Rpn11 (human) deubiquitinase inhibition | calls only at 20 µM | 360,000 tested, 0.59% active | O00487 | human 26S proteasome, Ub4-pepOG fluorescence polarization; 20S core pre-blocked with epoxomicin;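 active = inhibition at 20 µM, scaled to each plate's controls, above about 33%, limit read from the data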
# Target sequence (O00487 whole entry, looked up): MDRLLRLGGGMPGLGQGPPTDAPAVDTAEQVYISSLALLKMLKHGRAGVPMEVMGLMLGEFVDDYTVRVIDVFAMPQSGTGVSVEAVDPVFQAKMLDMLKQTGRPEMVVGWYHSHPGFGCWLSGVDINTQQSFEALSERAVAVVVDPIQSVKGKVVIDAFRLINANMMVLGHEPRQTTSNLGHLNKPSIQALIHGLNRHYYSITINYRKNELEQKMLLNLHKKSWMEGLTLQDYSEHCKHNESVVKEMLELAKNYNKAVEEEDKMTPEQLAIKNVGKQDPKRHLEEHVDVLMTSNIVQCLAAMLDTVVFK
# STEP block: STEP (human) phosphatase inhibition | AID 588621 | recombinant STEP, OMFP fluorogenic substrate, fluorescence | P54829 | inhibition, % at 20 µM | 360,000 tested, 0.25% active;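 active = inhibition at 20 µM, scaled per plate between control wells, above about 37%, limit read from the data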;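 note: 0% = DMSO with enzyme and substrate and 100% = substrate only without enzyme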
#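 Assay system: isolated STEP enzyme / Timing: 20 min at room temperature, dark / Doses: 20 µM, 1% DMSO / Technique: fluorescence intensity, excitation 480 nm, emission 540 nm / Reagent: fluorogenic phosphatase substrate OMFP at 25 µM final / Measure: percent inhibition scaled to no-enzyme and uninhibited-enzyme controls, plate-pattern corrected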
# Scp1 inh: inhibitors of human Scp-1 phosphatase; Q9GZU7; AID 493091; Recombinant Scp1, phosphopeptide, malachite green phosphate absorbance; 340,000 tested, 0.88% active; inhibition, % at 20 µM;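 active = inhibition above about 50% at 20 µM, limit read from the data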;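 note: plate controls were DMSO wells with enzyme for no effect and wells lacking enzyme for full effect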
#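 Test system – truncated SCP-1 phosphatase (76-261aa) · Reagent – Phosphorylated 17-residue peptide substrate · Incubation – 45 min room-temperature reaction, 5 min colour, 30 min stabiliser · Detection – colorimetric phosphate reagent with accelerator and stabiliser, absorbance at 630 nm · Measure – % inhibition at 20 µM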
# SUMO1 PPI mod: SUMO1-SIM interaction modulation. P63165. SUMO1 binding to a labelled peptide, TR-FRET, 1 h. inhibition, % at 20 µM. 360,000 tested, 0.33% active; in the data active = inhibition above about 37%
# Target sequence (P63165 whole entry, looked up): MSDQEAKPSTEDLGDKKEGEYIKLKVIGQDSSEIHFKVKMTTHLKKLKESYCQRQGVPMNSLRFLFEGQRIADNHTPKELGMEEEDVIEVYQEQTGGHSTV
# MLLE-PAM2 inh: blocks PAM2 peptide binding to the PABP1 MLLE domain | GST-MLLE / FITC-PAM2 fluorescence polarization | inhibition, % at 20 µM | 360,000 tested, 0.36% active; in the data active = inhibition above about 35%, passing the limit was not always enough;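 note: plate controls were DMSO wells with GST-MLLE for no effect and wells lacking GST-MLLE protein for full effect; some results filed as inactive read as strong as hits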
# CSN deneddyl inh: CSN deneddylation inhibition | Q92905 | Purified CSN, SCF-Nedd8-OG deneddylation, fluorescence polarization | inhibition, % at 12.5 µM | 360,000 tested, 0.38% active | AID 651999;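 active = pattern-corrected inhibition above about 35%, with an unprinted fluorescence ratio check between 0.5 and 1.5, limit read from the data, passing the limit was not always enough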;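 note: 0% = enzyme with substrate and 100% = substrate without enzyme; some results filed as inactive read as strong as hits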
# Target sequence (Q92905 whole entry, looked up, one chain of several): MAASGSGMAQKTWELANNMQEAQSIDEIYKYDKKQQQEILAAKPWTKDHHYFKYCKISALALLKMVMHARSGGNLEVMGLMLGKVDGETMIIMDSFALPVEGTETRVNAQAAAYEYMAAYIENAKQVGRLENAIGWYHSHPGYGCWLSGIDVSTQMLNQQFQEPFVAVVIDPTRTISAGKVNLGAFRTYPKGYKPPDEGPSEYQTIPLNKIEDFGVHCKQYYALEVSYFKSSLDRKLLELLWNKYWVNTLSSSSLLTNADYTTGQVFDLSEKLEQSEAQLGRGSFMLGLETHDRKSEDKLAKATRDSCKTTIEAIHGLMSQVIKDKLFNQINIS
#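 test system = HEK293T-derived human Csn5 enzyme | amount = 0.24 nM Csn5 enzyme, final concentration | medium = Tris/NaCl/DTT buffer, pH 7.5 | schedule = 90 min reaction at room temperature | signal = FP | evaluation = inhibition of Csn5 cleavage, % | compound dosing = single dose of 12.5 µM compound with 0.25% DMSO | probe or stimulus = 10 nM SCFSkp2-Nedd8OG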
# DNMT1 inh: inhibitors of human DNMT1 | P26358 | 360,000 tested, 0.83% active | DNMT1 molecular beacon, Hinp1I cleavage, fluorescence | inhibition (reported as % activation of signal), % at 10 µM; in the data active = inhibition above about 50%
# TbMetRS inhib: Trypanosoma brucei MetRS inhibition; purified T. brucei MetRS, ATP depletion, Kinase-Glo luminescence; 360,000 tested, 0.4% active; inhibition, % at 11.9 µM; AID 624268;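 active = inhibition above a per-plate cutoff of the control wells' mean inhibition plus 3 SD, cut at about 5.5% in these data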;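 note: 0% = DMSO wells median and 100% = median of wells with control inhibitor compound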
#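 Test system: purified T. brucei MetRS enzyme. Also added: ATP, methionine and E. coli bulk tRNA substrates. Compound: 11.9 µM single point. Schedule: 15 min enzyme-compound preincubation, 2 h reaction, 10 min detection, 25 °C. Signal: luciferase luminescence of residual ATP, Kinase-Glo. Evaluation: percent inhibition versus plate control medians. Controls: DMSO wells, low control.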
# LMPTP block: blocks human LMPTP phosphatase. recombinant LMPTP-A, OMFP fluorogenic substrate, fluorescence intensity. 360,000 tested, 0.22% active. inhibition, % at 20 µM. P24666;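 active = compounds that cut the enzyme signal by at least half of the control window in the single-dose screen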;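 note: plate controls were DMSO wells with enzyme plus substrate for no effect and substrate without enzyme for full effect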
# Target sequence (P24666 whole entry, looked up): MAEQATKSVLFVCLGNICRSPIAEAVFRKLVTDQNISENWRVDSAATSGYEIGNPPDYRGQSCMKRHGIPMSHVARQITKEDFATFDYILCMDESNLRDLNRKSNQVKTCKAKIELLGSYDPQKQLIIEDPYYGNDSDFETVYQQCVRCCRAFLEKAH
#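 test system = LMPTP-A | amount = 0.625 nM LMPTP-A final | reagent = fluorogenic phosphatase substrate OMFP at 400 µM final | incubation = 50 min at room temperature | benchmarks = no-enzyme low control, uninhibited high control | medium = Bis-Tris pH 6.0, DTT, detergent | signal = fluorescence intensity of OMFP turnover product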
# NadD block: inhibitors of Staphylococcus aureus NadD; purified NadD enzyme, colorimetric absorbance read-out; inhibition, % at 20 µM; 360,000 tested, 0.78% active; AID 602399; in the data active = inhibition above about 26%; note: some compounds past the cut are filed as inactive
# Active calls of the source: *; i = inactive; · = no result given; & = joins results of further samples.
# The opening 6 entries as a preview:
SMILES,Rpn11 inh,STEP block,Scp1 inh,SUMO1 PPI mod,MLLE-PAM2 inh,CSN deneddyl inh,DNMT1 inh,TbMetRS inhib,LMPTP block,NadD block
CC(=O)N1CCCc2cc(S(=O)(=O)N3CCN(C4CCCCC4)CC3)ccc21,i,-4,-7,-2,25,1,0,-0.2,-1.3,6
COc1ccc(Br)c2c1C(=O)CC2,i,-2,-4,-4,-2,-9,-8,-1.4,-1.1,-3
CC1NC(=O)c2cccnc2-n2c1nc1ccccc1c2=O (stereo not given),i,0,·,0,-4,-1,0,0.5,-1.1,1
CC(C)(C(=O)O)n1cncn1,i,2,-3,1,-2,6,-2,0.1,-0.2,6
Cn1ccnc1Sc1ccc(/C=N/NC(=O)c2ccccc2[N+](=O)[O-])cc1[N+](=O)[O-],i,4,5,-14,-6,3,0,-0.5,1.1,4
O=C(O)C[C@H]1c2ccc(C(F)(F)F)cc2S(=O)(=O)N1Cc1ccccc1,i,2,-1,2,2,-1,13,-0.2,-1.1,-5

# The whole of this part, previewed entries included:
SMILES,Rpn11 inh,STEP block,Scp1 inh,SUMO1 PPI mod,MLLE-PAM2 inh,CSN deneddyl inh,DNMT1 inh,TbMetRS inhib,LMPTP block,NadD block
CC(=O)N1CCCc2cc(S(=O)(=O)N3CCN(C4CCCCC4)CC3)ccc21,i,-4,-7,-2,25,1,0,-0.2,-1.3,6
COc1ccc(Br)c2c1C(=O)CC2,i,-2,-4,-4,-2,-9,-8,-1.4,-1.1,-3
CC1NC(=O)c2cccnc2-n2c1nc1ccccc1c2=O (stereo not given),i,0,·,0,-4,-1,0,0.5,-1.1,1
CC(C)(C(=O)O)n1cncn1,i,2,-3,1,-2,6,-2,0.1,-0.2,6
Cn1ccnc1Sc1ccc(/C=N/NC(=O)c2ccccc2[N+](=O)[O-])cc1[N+](=O)[O-],i,4,5,-14,-6,3,0,-0.5,1.1,4
O=C(O)C[C@H]1c2ccc(C(F)(F)F)cc2S(=O)(=O)N1Cc1ccccc1,i,2,-1,2,2,-1,13,-0.2,-1.1,-5
Cc1nn(Cc2ccccc2Cl)c(C)c1C(=O)NC1=NCCS1,i,0,-7,-2,30,-4,0,0.1,-0.3,0
CC[C@@]1(C(=O)OC)N[C@H](CN(C)C(=O)C2CCCCC2)[C@@H]2C(=O)N(C)C(=O)[C@@H]21,i,-1,-4,3,9,1,2,-1.2,-1.6,3
Cc1cc(C)nc(Nc2nc(C(N)Cc3ccc(Cl)cc3)cs2)n1 (stereo not given),i,3,·,-18,1,-3,-3,-0.2,0.3,4
COc1ccccc1N(C)S(=O)(=O)c1ccc(Cl)c(C(=O)OCc2c(C)noc2C)c1,i,1,-7,0,-13,-3,9,-0.5,1.3,-7
CCc1noc(C)c1C(=O)N1CCCC(C(=O)c2ccc(OC)c(F)c2)C1 (stereo not given),i,0,-3,11,2,1,0,-0.3,0.9,-3
CCn1c(SCc2ccc(Cl)cc2)nnc1-c1ccccc1,i,2,3,-5,12,-1,4,0.1,-0.7,3
CCOP(=O)(c1ccccc1)c1nc(-c2ccccc2Cl)oc1N1CCCCC1 (stereo not given),i,2,-11,-1,0,3,-1,-0.9,0.0,11
O=C(COC(=O)/C=C/c1cccc(Br)c1)NC1CCCC1,i,-1,2,-4,-18,0,3,-0.2,-0.2,1
CC1(C(=O)NS(=O)(=O)c2ccc(C#N)cc2)CCN1C(=O)c1ccc(C2CCCCC2)cc1 (stereo not given),i,0,·,4,-11,-2,10,0.7,1.5,7
Fc1ccc(-c2csc(/C=C/c3ccc4c(c3)OCO4)n2)cc1,i,0,-6,-1,8,1,-1,-0.4,2.7,-10
Cc1noc(C)c1COc1ccc(C(=O)N2CCN(c3ccccc3O)CC2)cc1,i,4,4,-3,1,1,-18,-0.4,1.7,0
O=C(O)c1cc(-c2ccc3ccccc3n2)nc2ccccc12,i,0,4,-5,5,3,1,0.4,-0.9,-2
CN(Cc1cccs1)C(=O)/C=C/c1ccccc1[N+](=O)[O-],i,3,4,-11,-1,6,0,-0.3,-0.8,1
COc1ccc2c(c1OC)C(=O)N(c1ccc(C)c(C)c1)C2=O,i,-2,-7,-14,17,-1,5,-0.2,1.1,-5
Cc1cc(C)nc(NCc2ccc(Cl)cc2)n1,i,-1,-1,-4,15,2,0,-0.2,-1.5,-1
CCc1cc2c(=O)[nH]c(COC)nc2s1,i,-1,-4,0,3,1,1,-0.3,1.4,0
CCC(=O)Nc1cccc2c1C(=O)N(C)C2=O,i,-2,2,-14,-2,1,10,-0.5,0.8,-5
C=CCn1cc(-c2cccc(C(F)(F)F)c2)cc(C#N)c1=O,i,0,1,-5,1,-2,0,-0.5,3.1,-2
O=[N+]([O-])c1ccc(NC(=S)N2CCN(S(=O)(=O)c3ccccc3)CC2)cc1,i,3,-5,-19,-63,-3,0,-0.5,1.9,1
Cc1nc(=O)c(-c2ccccc2)c(C)n1CCCCCC(=O)O,i,-10,0,0,11,-4,3,-0.4,-1.8,0
Cc1cnc(C(=O)N2CCCC(N3CCN(c4cccc(C(F)(F)F)c4)CC3)C2)cn1 (stereo not given),i,0,-5,3,1,-2,2,-0.2,0.9,3
CCOC(=O)C(NC(=O)NC1CCCCC1)(c1ccccc1)C(F)(F)F (stereo not given),i,2,-3,-1,3,0,11,-0.7,1.9,-1
COC(=O)N1CCCCC1c1cc(C(=O)NCc2ccccc2)no1 (stereo not given),i,0,·,1,20,3,4,-0.1,-0.9,-2
CC(C)C[C@H]1CN([C@@H](Cc2ccccc2)CN2CCC[C@H]2CN2C(=O)C(=O)NC[C@@H]2Cc2ccccc2)C(=O)C(=O)N1CCc1ccccc1,·,·,·,8,·,1,·,-0.3,4.3,24
CC(NC(=O)COC(=O)c1ccc(N(C)C)cc1)c1ccccc1 (stereo not given),i,1,1,1,2,0,0,0.0,-0.5,5
CCc1nnc(NC(=O)CSc2nnc3c4ccccc4n(C)c3n2)s1,i,0,-1,-11,0,0,0,-0.5,-0.6,23
O=c1[nH]c(=O)n2c(c1-c1ccccc1)OC(CBr)C2 (stereo not given),i,0,·,9,1,4,0,-0.2,-1.6,-4
O=CNc1ccc2c(c1)Cc1cccc(NC=O)c1-2,i,-3,-5,-6,-2,0,-4,-0.3,-1.8,1
COc1ccc(N(CC(=O)NCCSc2ccc(C)cc2)S(=O)(=O)c2ccccc2)c(OC)c1,i,-2,14,6,-47,4,-3,-0.3,4.3,-4
COc1ccccc1N1CCN(C(=O)c2cc(-c3cccc(Cl)c3)on2)CC1,i,0,2,-1,-5,1,2,0.2,3.8,2
CCOC(=O)c1sc2ncnc(OC)c2c1C,i,1,-1,-3,3,0,-1,0.3,-0.6,-2
Cc1ccc2c(c1)N(CC(=O)N1CCC(C)CC1)C(=O)c1cccnc1O2,i,4,-1,-2,0,-5,-1,-0.3,-0.6,6
CC1(C)CC(=O)C=C(c2ccc(COC(=O)C(c3ccccc3)c3ccccc3)cc2)C1=O,i,0,·,-3,0,0,2,0.6,0.5,4
CC(=O)Nc1cc(-c2ccc(S(C)(=O)=O)cc2)cn2c(-c3ccc(F)cc3)cnc12,i,0,·,-22,1,5,-6,-0.1,1.0,-3
Cc1ccc(OCCNc2cc(N3CCN(CCO)CC3)ccc2[N+](=O)[O-])cc1C,i,2,-5,-28,15,-9,-6,-0.4,-5.7,-7
CN1CCC(C(=O)C(=O)O)C1=O (stereo not given),i,-2,0,2,3,0,6,-0.1,0.6,4
C1=NN(c2ccccc2)C=NN1c1ccccc1,i,-2,-8,-4,1,5,12,-0.2,-0.1,4
CC(Oc1ccc(Cl)cc1Cl)c1ccnc2nc(N3CCOCC3)nn12 (stereo not given),i,4,-3,5,1,5,-3,0.9,2.4,2
COc1ccc(NC(=O)c2cc(C3CCCCN3C(=O)c3cccs3)on2)c(C)c1 (stereo not given),i,-2,·,3,8,5,-7,0.6,-2.6,-4
Cc1ccc(S(=O)(=O)CC(=O)N2CCN(c3ccc(F)cc3)CC2)cc1,i,-1,-2,3,-20,-3,-1,0.0,0.6,-5
CCOC(=O)C1=C(C)NC(C)=C(C(=O)OCC)C1C(=O)OCC(=O)NC(C)C,i,-4&-4,-1&-7,-6&-1,5&-12,-1&0,2&3,0.0&0.1,-0.8&0.3,-2&2
Cc1ccccc1C(C(=O)NCc1ccco1)N(CC1CCCO1)C(=O)Cn1nnc2ccccc21 (stereo not given),i,-1,-2,-6,-4,2,1,-2.1,-0.8,4
COc1cc(S(=O)(=O)NC2CCCCC2C)ccc1F (stereo not given),i,1,-5,1,-2,1,-1,-0.3,-0.4,-1
COc1ccc(Oc2coc3c(CN4CCOCC4)c(O)ccc3c2=O)cc1,i,-4,-4,5,10,1,0,-0.2,-1.2,1
Cc1cccc(Nc2nc(NCc3ccco3)nc(N3CCOCC3)n2)c1,i,-3,5,13,5,0,-6,-0.9,1.7,-1
